Bioassay records as filed in PubChem.
SKKanGAS inh – S. pyogenes SKKanGAS growth inhibitors in kanamycin, primary screen, streptokinase expression inhibitor project, SKKanGAS strain, BacTiter-Glo luminescence; 6 h; 1.3% of 300,000 active; AID 1662, 2009; inhibition, % at 7.5 µM;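 active = mean replicate score, as percent of positive control median, at least 50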;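 note: strain carries kanamycin resistance gene driven by streptokinase promoter and grows in 40 µg/ml kanamycin; loss of luminescence reflects streptokinase promoter inhibition or plain growth inhibition; 0% = median of DMSO wells and 100% = positive control at its reference dose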
MrgX1 agonist – agonists of human MrgX1 receptor, primary screen, HEK293 cells, Fluo-4 calcium flux. Fluo-4 calcium fluorescence, agonist mode; stronger effect = higher value. B-score at 10 µM. 0.44% of 310,000 active. AID 588627, 2011;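 active = calcium response B-score plate-corrected fluorescence ratio at least 3 library SD, with starting fluorescence B-score inside 5 SD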
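Material: MrgX1-expressing HEK293 cells / Dosing: compound as first of three additions / Incubation: overnight seeding, then 1 h dark dye loading / Signal: Fluo-4 NW calcium fluorescence / Evaluation: B-scored fluorescence response ratio / Benchmarks: positive and negative control wells on each plate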
MrgX1 allo act – positive allosteric modulators of MrgX1, primary screen, HEK293 cells, Fluo-4 calcium flux. FDSS; stronger effect = higher value. 0.63% of 310,000 active. Mas-related G-protein coupled receptor member X1 (Homo sapiens), Q96LB2. B-score at 10 µM;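 active = plate-corrected calcium response at least 3 library SD above typical, normal starting fluorescence, not activating the receptor alone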;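 note: compound read alongside a low EC10 to EC30 dose of BAM8-22 agonist; peak minus trough fluorescence over baseline measured at the second addition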
TRPC4 inh – inhibitors of mouse TRPC4 channel, primary screen, Fluo4 calcium, HEK293 TRPC4beta/mu-opioid cells; Short transient receptor potential channel 4 (Mus musculus), Q9QUQ5; DAMGO-evoked Fluo4 calcium flux; stronger effect = lower value; B-score at 10 µM; 0.39% of 300,000 active; AID 2247, 2010;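 active = B-score over 3 SD under the library average, no early fluorescence shift, positive overall ratio signal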
Target sequence (Q9QUQ5 whole entry, looked up): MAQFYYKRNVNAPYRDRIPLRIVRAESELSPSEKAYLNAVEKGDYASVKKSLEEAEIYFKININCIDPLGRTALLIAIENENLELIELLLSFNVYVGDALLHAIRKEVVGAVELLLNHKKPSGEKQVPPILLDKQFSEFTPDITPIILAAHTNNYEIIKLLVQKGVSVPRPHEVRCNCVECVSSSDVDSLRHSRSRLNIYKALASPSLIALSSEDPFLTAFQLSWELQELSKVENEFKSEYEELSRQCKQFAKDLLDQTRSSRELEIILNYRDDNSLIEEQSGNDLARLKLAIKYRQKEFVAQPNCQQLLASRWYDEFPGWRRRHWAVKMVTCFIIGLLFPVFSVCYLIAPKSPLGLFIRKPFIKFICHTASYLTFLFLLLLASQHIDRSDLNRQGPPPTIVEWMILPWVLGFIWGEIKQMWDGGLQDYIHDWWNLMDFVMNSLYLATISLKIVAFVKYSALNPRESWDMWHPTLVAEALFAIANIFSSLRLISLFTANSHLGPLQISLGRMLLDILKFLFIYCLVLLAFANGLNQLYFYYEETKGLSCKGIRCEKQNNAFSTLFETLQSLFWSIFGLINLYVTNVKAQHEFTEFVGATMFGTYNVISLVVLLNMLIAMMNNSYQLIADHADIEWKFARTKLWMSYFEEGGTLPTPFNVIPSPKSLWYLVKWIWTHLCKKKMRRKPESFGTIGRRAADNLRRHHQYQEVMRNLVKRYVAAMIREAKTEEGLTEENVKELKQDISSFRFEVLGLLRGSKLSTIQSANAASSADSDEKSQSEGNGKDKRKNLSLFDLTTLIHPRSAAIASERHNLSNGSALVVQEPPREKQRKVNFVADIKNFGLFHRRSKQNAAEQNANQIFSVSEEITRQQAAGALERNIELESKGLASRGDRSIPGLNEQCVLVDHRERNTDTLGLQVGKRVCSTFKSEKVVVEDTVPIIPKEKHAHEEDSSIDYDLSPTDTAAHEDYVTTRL
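Assay system – HEK293 line stably carrying TRPC4beta and mu-opioid receptor · Doses – single dose · Detection – Fluo4 calcium-dye fluorescence, kinetic read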
TRPC4 act – activators of mouse TRPC4 channel, primary screen, Fluo4 calcium, HEK293 TRPC4beta/mu-opioid cells | Short transient receptor potential channel 4 (Mus musculus), Q9QUQ5 | Fluo4 calcium fluorescence; stronger effect = higher value | B-score at 10 µM | 0.49% of 310,000 active;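 active = B-score above 5 SD of library B-scores, and initial fluorescence ratio not above library mean plus 5 SD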;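 note: positive B-score marks a calcium rise read as TRPC4 activation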
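Assay system – TRPC4beta and mu-opioid receptor HEK293 stable cells · Measured by – Fluo4 fluorescence, kinetic · Schedule – dye loading 45 min room temperature, 110 s kinetic read · Read-out – B-scored integrated calcium fluorescence ratio · Controls – buffer and maximal DAMGO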
ANO1 activ – TMEM16A chloride channel activators or potentiators, primary screen, cell-based, HTS | B-score at 10 µM | HEK293 TMEM16A/YFP-H148Q/I152L, iodide quench fluorescence; stronger effect = lower value | 0.3% of 340,000 active | Anoctamin-1 (Mus musculus), Q8BHY3 | AID 623877, 2012;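 active = fluorescence-ratio B-score plate-corrected deviation score at least 3 library SD below zero, with starting fluorescence score within 5 deviations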;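 note: channel opened by trigger with iodide after compound preincubation; score built on the fluorescence ratio of max minus min over baseline; more negative score means more quench and so TMEM16A activation or potentiation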
MrgX1 antagonist – antagonists of human MrgX1 receptor, primary screen, HEK293 cells, Fluo-4 calcium flux. Mas-related G-protein coupled receptor member X1 (Homo sapiens), Q96LB2. BAM8-22 antagonism; stronger effect = lower value. B-score at 10 µM. 1.3% of 310,000 active. AID 588676, 2011;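 active = calcium-response B-score plate-corrected more than 3 library SD below zero, starting fluorescence within 5 deviations, no agonist response on first addition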;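 note: peak minus trough fluorescence over baseline after final BAM8-22 challenge near maximal dose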
ANO1 block – TMEM16A chloride channel inhibitors, primary screen, cell-based, HTS; Anoctamin-1 (Mus musculus), Q8BHY3; HEK293 TMEM16A/YFP iodide influx fluorescence, ionomycin; normalized B-score (activity score, 25-100; higher = stronger inhibition) at 10 µM; 1.2% of 310,000 active; AID 588511, 2011;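 active = ratio plate-corrected score three or more library SD toward inhibition, starting fluorescence score within five deviations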;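 note: score derived from kinetic fluorescence span divided by baseline fluorescence per well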
TRPC6 inh – mouse TRPC6 channel inhibitors, primary screen, cell-based, HEK293, membrane potential dye. Short transient receptor potential channel 6 (Mus musculus), Q61143. ACh-evoked depolarization; stronger effect = lower value. B-score at 10 µM. 1.1% of 310,000 active;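 active = B-score under library mean minus 3 SD, initial fluorescence not abnormally high, positive integrated signal ratio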;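 note: B-score derived from integrated fluorescence ratio over the kinetic read; more negative B-score means stronger inhibition of depolarization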
TRPC4 potent – positive allosteric modulators of TRPC4, primary screen, cell-based, mouse TRPC4beta, HEK293 mu-opioid, Fluo-4 calcium. DAMGO EC20, Fluo-4 Ca2+ flux; stronger effect = higher value. B-score at 10 µM. 0.42% of 310,000 active. Short transient receptor potential channel 4 (Mus musculus), Q9QUQ5. AID 2227, 2009;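 active = B-score of calcium response area above 5 SD of library B-scores, with initial fluorescence ratio within 5 SD of library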;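 note: B-score of integrated fluorescence ratio over time as area under calcium response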
TRPC6 act – mouse TRPC6 channel activators, primary screen, cell-based, HEK293, membrane potential dye; AID 2550, 2010; HEK293-TRPC6 membrane potential dye fluorescence; stronger effect = higher value; 0.13% of 310,000 active; B-score at 10 µM; Short transient receptor potential channel 6 (Mus musculus), Q61143;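 active = B-score of the integrated fluorescence ratio above library mean plus 3 SD, and starting fluorescence ratio within library mean plus 5 SD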;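 note: higher score means more depolarization so channel activation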
Starred values were filed as active, the others as inactive; i = inactive; / = not tested or not shown. Compounds as they come. About 6.7% of those tested had a hit in this group.

SMILES	SKKanGAS inh	MrgX1 agonist	MrgX1 allo act	TRPC4 inh	TRPC4 act	ANO1 activ	MrgX1 antagonist	ANO1 block	TRPC6 inh	TRPC4 potent	TRPC6 act
CCC(COC)NC(=O)c1ccc(OC)c(OC2CCN(C(C)=O)CC2)c1 (centres undefined)	-6	i	i	i	i	i	i	i	i	i	i
Cc1ccc(C(=O)NCCNC(=O)CN2CCOCC2)cc1	-1	i	i	i	i	i	i	i	i	i	i
COc1ccc(-n2ncc(C(=O)NC3CC3)c2C2CCN(C(=O)OC(C)(C)C)CC2)cc1	7	i	i	i	i	i	i	i	i	i	i
NC(CC(=O)NC(c1ccccc1)(c1ccccc1)c1ccccc1)C(=O)O (centres undefined)	4	i	i	i	i	i	i	i	i	i	i
Nc1cc(=O)[nH]c(=S)n1-c1ccccc1	5	i	i	i	i	i	i	i	i	i	i
CC(C)CCn1nnnc1C(C(C)C)N1CCC(C(N)=O)CC1 (centres undefined)	1	i	i	i	i	i	i	100*	i	i	i
CCSc1nncn1/N=C/c1ccc(OC)c(OC)c1	-5	i	i	i	i	i	i	i	i	i	i
COc1cc(C(=O)NCCC(C)C)c([N+](=O)[O-])cc1OC	15	i	i	i	i	i	i	i	i	i	i
CCN1C(=O)/C(=C\N(C)C)S/C1=N\S(=O)(=O)c1ccc(C)cc1	1	i	i	i	i	i	i	i	i	i	i
C=CCN1C(=O)C(CC(=O)Nc2ccc(C)cc2)SC1=Nc1c(C)n(C)n(-c2ccccc2)c1=O (centres undefined)	5	i	i	i	i	i	i	i	i	i	i
CCOC(=O)Cc1csc(NC(=O)CSc2nnc(C(C)C)n2CC)n1	4	i	i	i	i	i	i	i	i	i	i
C=CCNC(=O)c1ccccc1NC(=O)C1CCN(S(=O)(=O)c2ccc(SC)cc2)CC1	10	i	i	i	i	i	i	i	i	i	i
Cc1onc(-c2ccccc2Cl)c1C(=O)Oc1cc(N)n(S(=O)(=O)c2ccc(F)cc2)n1	/	i	i	/	/	i	i	25*	/	/	/
Cc1sc(NC(=O)CSc2nnc(CCNC(=O)c3cccs3)n2C)nc1-c1ccccc1	/	i	i	i	i	i	i	i	i	i	i
Cc1ccc(N2CC(=O)N(NC(=O)Nc3ccc(Cl)c(Cl)c3)CC2=O)cc1	-9	i	i	i	i	i	i	i	i	i	i
CCCN1CCN(C(=O)c2c(Cl)cnn2C)CC1	-8	i	i	i	i	i	i	i	i	i	i
Cc1cccc(-n2c(SCCC(=O)O)nnc2-c2cccs2)c1C	2	i	i	i	i	i	i	i	i	i	i
COc1cc(C(=O)Nn2c(O)c(C3=c4ccccc4=NC3=O)sc2=S)ccc1O	-2	i	i	i	i	i	i	i	i	i	i
O=C(Nc1ccc2[nH]c(=S)sc2c1)Nc1ccccc1F	26	i	i	i	i	i	i	i	i	i	i
Cc1nc2ccc(NC(=O)c3ccc(=O)[nH]c3)cc2s1	-1	i	i	i	i	i	i	i	i	i	i
CCOC(=O)N/N=C\c1ccc(C)s1	-1	i	i	i	i	i	i	i	i	i	i
Cc1nc2cc(NC(=O)c3ccc(Cl)cc3)ccc2n1C	0	i	i	i	i	i	i	i	i	i	i
FC(F)(F)c1cccc(CNC(=S)Nc2ccccc2)c1	16	i	i	i	i	i	i	i	i	i	i
COc1cccc(C(=O)CC(=O)C(=O)Nc2cc(OC)c(OC)c(OC)c2)c1	2	i	i	i	i	/	i	i	i	i	i
O=C(Nc1ccc(-c2noc(CCc3ccccc3)n2)cc1)c1cccnc1	18	i	i	i	i	i	i	i	i	i	i
COc1ccc(-c2[nH]ncc2CNCc2cc(C)n(C)n2)c(F)c1	2	i	i	i	i	i	i	i	i	i	i
O=C1NC(=O)/C(=C/c2ccccn2)S1	-1	i	i	i	i	i	i	i	i	i	i
CC(C)[C@H](NC(=O)OCc1ccccc1)C(=O)N[C@@H](Cc1c[nH]c2ccccc12)C(=O)O	-4	i	i	i	i	i	i	i	i	i	i
O=C(C1CCCO1)N1CCN(S(=O)(=O)c2ccc(Br)cc2)CC1 (centres undefined)	-3	i	i	i	i	i	i	i	i	i	i
Cc1cc(C)c2cc3c(N)c(C(=O)N4CCOCC4)sc3nc2c1	1	i	i	i	i	i	i	i	i	i	i
COc1ccc(CNC(=S)Nc2ccc(F)c(Cl)c2)cc1OC	-1	i	i	i	i	i	i	i	i	i	i
O=C(CN1CCC(n2nnc3cc(F)ccc32)CC1)Nc1ccccc1N1CCOCC1	-4	i	i	i	i	i	i	i	i	i	i
Clc1ccc(OCCn2cnc3ccccc32)cc1	4	i	i	i	i	i	i	i	i	i	i
N/C(=N\OC(=O)c1cccc(Br)c1)c1ccncc1	-4	i	i	i	i	i	i	i	i	i	i
Cc1ccc(S(=O)(=O)Nc2cc(-c3ccc(Cl)cc3)nn2C)cc1	-1	i	i	i	i	i	i	i	i	i	i
COCCCNC(=O)C(=O)NCC1CCCN1S(=O)(=O)c1cccs1 (centres undefined)	-2	i	i	i	i	i	i	i	i	i	i
CNC(=O)c1ccc(CNC(=O)OCc2ccccc2)cc1	-3	i	i	i	i	i	i	i	i	i	i
O=C(COc1ccccc1)NC(=S)Nc1ccc2c3c(cccc13)CC2	7	i	i	i	i	i	i	i	i	i	i
CN(C)S(=O)(=O)c1ccc(NC(=O)CSc2ncnc3ccccc23)cc1	-1	i	i	i	i	i	i	i	i	i	i
CN1CC(c2ccccc2)Oc2ccccc2C1=S (centres undefined)	5	i	i	i	i	i	i	i	i	i	i
S=C1NC2(CCCCC2)Cc2ccccc21	-2	i	i	i	i	i	i	i	i	i	i
O=C1CC(N2CCN(S(=O)(=O)c3ccccc3)CC2)C(=O)N1c1ccccc1 (centres undefined)	-9	i	i	i	i	i	i	i	i	i	i
O=C1Nc2c(c(=O)[nH]c(=O)n2-c2ccc(F)cc2)C1(NS(=O)(=O)c1ccccc1)C(F)(F)F (centres undefined)	3	i	i	i	i	i	i	i	i	i	i
CC1=NN(C(=O)Cn2nc([N+](=O)[O-])cc2C)C(O)(C(F)(F)F)C1 (centres undefined)	2	i	i	i	i	i	i	i	i	i	i
CC(C)(C)NC(=O)CN(C(=O)CNC(=O)c1cccs1)c1ccc2c(c1)OCCO2	6	i	i	i	i	i	i	i	i	i	i
CC(=O)c1c(C)[nH]c(C(=O)NCCCN2CCCC2)c1C	0	i	i	i	i	i	i	i	i	i	i
COC(=O)[C@H](CC(C)C)NC(=O)NC1CCCCC1C (some centres undefined)	-6	i	i	i	i	i	i	25*	i	i	i
CCOc1ccc(NC(=S)Nc2ccc3nsnc3c2)cc1	40	i	i	i	i	i	i	i	i	i	i
C/C(N)=C(/C#N)C(=O)CSc1nnc(-c2ccccc2)n1C	5	i	i	i	i	i	i	i	i	i	i
Cc1c(NC(=S)N/N=C/C=C/c2ccc([N+](=O)[O-])cc2)c(=O)n(-c2ccccc2)n1C	19	i	i	i	i	i	i	i	i	i	i
O=C(Oc1cccnc1)c1ccc([N+](=O)[O-])cc1	4	i	i	i	i	i	i	i	i	i	i
Cc1cccc(NS(=O)(=O)c2ccc(-c3cnc(C4CC4)o3)cc2)c1C	4	i	i	i	i	i	i	i	i	i	i
O=C1CCCN1CCCNC(=S)Nc1ccc(Nc2ccccc2)cc1	-9	i	i	i	i	i	i	i	i	i	i
Cc1ccc(NC(=S)N2CCOCC2)cc1	-14	i	i	i	i	i	i	i	i	i	i
COc1ccc(-c2cc(-c3c(O)c(OC)c4occc4c3OC)[nH]n2)cc1OC	-4	i	i	i	i	i	i	i	i	i	i
CS(=O)(=O)c1ccc(Cl)c(NC(=O)c2ccc3ccccc3c2)c1	-4	i	i	i	i	i	i	i	i	i	i
CCCCOCCCNC(=O)N[C@H](C(=O)OC)C(C)CC (some centres undefined)	-2	i	i	i	i	i	i	i	i	i	i
O=C(Oc1ccc2ccccc2c1)c1ccco1	0	i	i	i	i	i	i	i	i	i	i
CC(C)Sc1nc2sc3c(c2c2nnc(SCC(=O)NCc4ccco4)n12)CCCC3	30	i	i	-7*	i	i	i	i	i	i	i
CC(c1ccon1)N(C)C(=O)CCc1nnc(C2(c3ccc(Cl)cc3)CCC2)o1 (centres undefined)	2	i	i	i	i	i	i	i	i	i	i

Additional entries:
SMILES	SKKanGAS inh	MrgX1 agonist	MrgX1 allo act	TRPC4 inh	TRPC4 act	ANO1 activ	MrgX1 antagonist	ANO1 block	TRPC6 inh	TRPC4 potent	TRPC6 act
COc1ccccc1NC(=O)CCCCCN1C(=O)c2cccc([N+](=O)[O-])c2C1=O	3	i	i	i	i	i	i	i	i	i	i
CCN(CC)C(=O)C1CC(=O)OC1(C)C (centres undefined)	1	i	i	i	i	i	i	i	i	i	i
COc1ccc(Nc2ncnc3sc(-c4ccccc4)cc23)cc1	13	i	i	i	i	i	i	i	i	i	i
COc1cccc(-c2noc(C3CCCN(C(=O)c4ccccc4OC)C3)n2)c1 (centres undefined)	-10	i	i	i	i	i	i	i	i	i	i
Cc1cc(NC(=O)CSc2nc(C(C)C)nc3sc(C)c(C)c23)no1	22	i	i	i	i	i	i	i	i	i	i
